High-throughput results (PubChem)
C2C12 statin = suppressors of statin myotoxicity in C2C12 myotubes, primary screen, cell-based, single point, plate reader. rescue of ATP level, % at 7.49 µM. actives 0.78% (n = 330,000). C2C12 myotubes + simvastatin, ATP luminescence, 48 h; scaled: DMSO 0, geranylgeraniol control 100. AID 602340, 2012;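 active = mean ATP rescue above about 67%, or every replicate alone reaching that limit, limit read from the data, passing the limit was not always enough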;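 note: myotubes were challenged with 10 µM simvastatin during compound exposure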
SIRT5 inh = SIRT5 desuccinylase inhibitors, primary screen, biochemical, fluorescence imaging, single point, set 5. NAD-dependent protein deacylase sirtuin-5, mitochondrial (Homo sapiens), Q9NXA8. Purified SirT5, succinyl-peptide AMC, trypsin-coupled fluorescence. inhibition, % at 15 µM. actives 1.1% (n = 330,000). AID 652115, 2013; in the data active = inhibition above about 15%
PGC1a acetyl inh = inhibitors of PGC1a acetylation signal, primary screen, cell-based, U2OS, AlphaScreen, inhibitor mode | inhibition, % at 15.6 µM | AlphaScreen anti-acetyl-lysine; with virally co-expressed GCN5 acetyltransferase | actives 0.17% (n = 350,000) | AID 651687, 2012;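 active = every replicate shows inhibition of at least 40%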;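 note: 0% = neutral control wells and 100% = positive control wells; some results beyond the cut were filed as inactive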
ERAP1 HTS inh = human ERAP1 aminopeptidase inhibitors, primary screen, biochemical, single point, plate reader; inhibition, % at 10.7 µM; Endoplasmic reticulum aminopeptidase 1 (Homo sapiens), Q9NZ08; AID 652197, 2013; recombinant ERAP1, Leu-AMC fluorescence, 60 min; actives 0.15% (n = 340,000);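 active = mean replicate inhibition of at least 30%, or all replicates individually reaching that 30% level; inactive = mean below 30% and not every replicate reaching it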;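 note: 0% = neutral control wells and 100% = L-leucinethiol positive control wells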
Target sequence (Q9NZ08 whole entry, looked up): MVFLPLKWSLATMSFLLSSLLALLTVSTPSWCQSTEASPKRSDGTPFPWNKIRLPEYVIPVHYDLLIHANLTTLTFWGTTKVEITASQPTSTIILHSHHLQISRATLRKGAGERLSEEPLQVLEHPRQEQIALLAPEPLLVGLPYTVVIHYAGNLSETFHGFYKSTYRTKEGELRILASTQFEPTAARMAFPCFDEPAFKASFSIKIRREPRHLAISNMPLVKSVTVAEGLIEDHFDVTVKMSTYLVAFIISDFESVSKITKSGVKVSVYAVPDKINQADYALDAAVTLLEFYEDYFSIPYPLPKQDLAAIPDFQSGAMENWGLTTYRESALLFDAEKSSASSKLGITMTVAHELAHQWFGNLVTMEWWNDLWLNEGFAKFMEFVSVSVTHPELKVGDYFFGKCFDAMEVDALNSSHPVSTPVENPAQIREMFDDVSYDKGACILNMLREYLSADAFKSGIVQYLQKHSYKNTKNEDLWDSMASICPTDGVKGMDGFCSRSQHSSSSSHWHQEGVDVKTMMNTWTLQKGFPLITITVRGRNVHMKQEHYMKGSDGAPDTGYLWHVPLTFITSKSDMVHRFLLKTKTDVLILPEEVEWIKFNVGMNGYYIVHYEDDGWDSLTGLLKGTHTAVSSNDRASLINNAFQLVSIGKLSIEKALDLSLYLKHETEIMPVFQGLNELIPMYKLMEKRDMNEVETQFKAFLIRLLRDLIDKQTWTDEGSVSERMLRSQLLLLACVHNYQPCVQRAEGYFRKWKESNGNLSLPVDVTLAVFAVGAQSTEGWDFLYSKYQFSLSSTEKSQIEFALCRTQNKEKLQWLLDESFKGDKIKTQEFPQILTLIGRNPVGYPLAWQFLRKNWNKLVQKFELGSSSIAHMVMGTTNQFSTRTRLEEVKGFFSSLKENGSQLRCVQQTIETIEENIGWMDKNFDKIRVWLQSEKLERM
Cneo AK release = Cryptococcus neoformans cell lysis inducers, primary screen, AK release luminescence, single concentration | C. neoformans lysis, adenylate kinase release luminescence, 4 h; normalised: neutral wells 0, clomiphene wells 100 | actives 0.2% (n = 360,000) | lysis activity, % at 15 µM;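 active = mean lysis activity across replicates of at least 80%, whatever share of replicates individually reach that level; inactive = mean lysis activity below 80%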
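Assay system: Cryptococcus neoformans yeast cells / Dosing: single-point compound dose / Timing: 4 h at 37 °C static, read 1 h later / Measured by: luminescence of released adenylate kinase using an AK detection reagent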
LGR2 inh = inhibitors of bursicon-induced LGR2 CRE-luciferase signal, primary screen, cell-based, HEK293, CRE-luciferase reporter, bursicon stimulation. Drosophila bursicon receptor LGR2 (rickets). inhibition, % at 9.99 µM. actives 0.35% (n = 380,000). bursicon-stimulated, 4 h;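 active = drop in luminescence signal, shown as inhibition above about 50% in the replicate tests, limit read from the data, passing the limit was not always enough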;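 note: agonist challenge used bursicon conditioned medium at about half maximal strength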
S100A4 inh HTS = inhibitors of S100A4-myosin IIA peptide binding, primary screen, biochemical, fluorescence polarization, TAMRA-MyoIIA peptide | Protein S100-A4 (Homo sapiens), P26447 | inhibition, % at 10.7 µM | actives 0.14% (n = 360,000) | AID 652163, 2013;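 active = mean inhibition of at least 70% across replicates, with every replicate also reaching that level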
Target sequence (P26447 whole entry, looked up): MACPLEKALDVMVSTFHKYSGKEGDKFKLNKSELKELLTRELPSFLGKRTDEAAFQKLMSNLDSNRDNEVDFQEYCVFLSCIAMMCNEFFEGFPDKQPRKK
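Material: S100A4 monomer (human). Medium: Calcium-containing HEPES buffer, pH 7.2. Probe or stimulus: labelled myosin peptide probe, 5 nM. Compound dosing: one concentration per compound. Timing: polarization read 5 min after assay mix addition, stable 5–60 min. Benchmarks: DMSO as neutral control, TFP as positive control.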
Xi reactivation = activators of inactive X chromosome reactivation, primary screen, imaging, XiGFP fibroblasts, GFP high-content imaging, set 2. XiGFP mouse fibroblasts, % GFP-positive cells imaging, 3 d; cells co-treated with 5-aza-dC sensitizer; scaled so ellipticine positive control = 100%. activation, % at 7.58 µM. actives 0.055% (n = 360,000). AID 743238, 2013;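 active = mean normalized replicate activation at least 10% and every replicate at or above 10%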;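 note: 0% = median of on-plate neutral control wells and 100% = ellipticine 6 µM median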
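material = 68-5-11 XiGFP fibroblast line | medium = DMEM plus 5-aza-dC sensitizer | schedule = 3 days compound exposure | benchmarks = positive control ellipticine, 6 µM final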
* marks the source's active call; other numbers are inactive results; x = no result given; & = joins results of further samples. These rows are one share of the data, so the mix of outcomes need not match the whole.

Structure	C2C12 statin	SIRT5 inh	PGC1a acetyl inh	ERAP1 HTS inh	Cneo AK release	LGR2 inh	S100A4 inh HTS	Xi reactivation
Cc1nc(COc2ccc(C(=O)Nc3ccccc3N3CCOCC3)cc2)cs1	7	1	-10	-5	0	-1	1	0.0
C[C@H](CO)N1C[C@H](C)[C@H](CN(C)S(=O)(=O)c2cccs2)Oc2ccc(NC(=O)CCN3CCOCC3)cc2C1=O	-22	0	3	1	3	9	3	-1.2
COc1ccsc1C(=O)NCCN1CCOCC1	0	4	5	-2	0	-8	-2	-0.1
O=C(C1CCCC1)N1C[C@H]2[C@@H](c3ccccc31)[C@@H](CO)N2C(=O)Cc1ccccn1	-4	-1	14	1	-4	-2	1	0.0
CCOC(=O)C1=C(C)NC(=O)NC1c1ccco1 (centres undefined)	8	-1	1	-2	x	-3	10	x
NC(=S)N/N=C1\c2ccccc2-c2c(C(=O)O)cccc21	-1	15	-21	-2	4	9	-11	0.0
COc1ccc(Cl)cc1NC(=O)C(C)N1CCN(c2ccccn2)CC1 (centres undefined)	4	15	-8	-1	3	-24	-12	0.4
CC(=O)N1CC(=O)N2[C@H](C1)[C@H](c1ccc(C#CC(C)C)cc1)[C@@H]2CO	x	0	2	-4	x	18	8	8.3
O=C(CCCN1C(=O)C(c2ccccc2)Oc2cccnc21)NCc1ccccc1Cl (centres undefined)	1	2	1	0	-1	4	-3	0.0
O=C(Cn1cnc2c(OCc3ccccc3)ncnc21)NCCc1c[nH]c2ccccc12	1	0	2	-2	-1	2	13	0.0

Next entries follow.
Structure	C2C12 statin	SIRT5 inh	PGC1a acetyl inh	ERAP1 HTS inh	Cneo AK release	LGR2 inh	S100A4 inh HTS	Xi reactivation
Fc1ccccc1-c1nc(-c2ccc(Br)o2)no1	x	8	x	-1	x	6	1	0.2
Cc1ccccc1CSc1nnc(-c2ccccn2)n1C	-9	-3	6	1	2	-36	6	0.0
O=C(C1CCOCC1)N1CC2(C1)[C@@H](c1ccccc1)[C@H](CO)N2Cc1ccccc1F	x	-5	-8	0	x	3	-5	0.1
CCCCC(=O)N(C)c1c(C)nc2ccc(C(=O)NCCOc3ccc(OC)cc3)cn12	2	x	x	-2	0	19	7	-0.2
C=CC[C@H]1CC(Cc2ccccc2)=C[C@H](CC=C)N1	-1	-4	-11	11	-2	18	-10	0.2
CC(=O)NNc1cc(C)nc(N)n1	x	-6	17	2	0	4	1	0.1
CCSc1nnc(NC(=O)CSc2nc3c(c(=O)n2CCOC)SC(C)C3)s1 (centres undefined)	19	4	2	1	-1	4	4	0.0
Cc1cc(NC(=O)Cn2nnc3sc4c(c3c2=O)CCCC4)no1	9	-8	-4	-4	0	-9	-2	x
O=C(C[C@@H]1CC[C@@H]2[C@H](COC[C@H](O)CN2C(=O)c2ccncc2)O1)NC1CCC1	2	1	0	3	-3	-5	10	0.1
Cc1ccc(C)c(CN2CCC(CNC(=O)Nc3ccc(C)c(F)c3)CC2)c1	-23	-8	x	-3	1	-4	-19	0.0

Other entries follow:
Structure	C2C12 statin	SIRT5 inh	PGC1a acetyl inh	ERAP1 HTS inh	Cneo AK release	LGR2 inh	S100A4 inh HTS	Xi reactivation
COc1ccc([C@@H]2[C@@H]3C(=O)N(C(C)(C)C)C(=O)[C@@H]3[C@]3(Cc4ccc(Cl)cc4)C(=O)N(c4ccc(Br)cc4)C(=O)N23)cc1	-5	-10	x	-4	3	21	-4	-0.2
CN(C)c1cncc(C(=O)O)c1	x	-2	x	9	x	0	8	0.1
CCCN(C(=O)COC(=O)CSc1ccc(C(N)=O)cc1[N+](=O)[O-])C1CCS(=O)(=O)C1 (centres undefined)	2	1	-5	-7	3	-14	11	0.0
COc1ccc(/C=N/OCC(=O)Nc2nc3ccccc3s2)cc1	14	x	5	x	-1	2	x	0.3
O=C(CN1C(=O)NC2(CCCC2)C1=O)Nc1ccccc1F	4	x	-1	x	-1	27	x	x
O=C(CNC(=O)c1ccco1)NCC(=O)OCc1ccc(Cl)cc1Cl	4	-5	x	2	-2	2	7	0.1
O=C(Cc1ccccc1)Nc1c(C(=O)N2CCOCC2)cnn1-c1ccccc1	9	-3	0	2	-1	-5	0	x
CCCc1nc(N)sc1C(=O)OCC	-2	x	19	x	2	-8	x	x
Cc1cc(C)nc(NC(=S)Nc2ccc(Br)cc2Cl)c1	x	3	8	4	x	-44	-7	0.2
CCOc1ccc(-n2ccnc2SCC(=O)Nc2cc(C)on2)cc1	2	1	4	-1	-12	0	-12	0.1

Among those listed so far, these have a thiophene ring, fused or not:
Structure	C2C12 statin	SIRT5 inh	PGC1a acetyl inh	ERAP1 HTS inh	Cneo AK release	LGR2 inh	S100A4 inh HTS	Xi reactivation
C[C@H](CO)N1C[C@H](C)[C@H](CN(C)S(=O)(=O)c2cccs2)Oc2ccc(NC(=O)CCN3CCOCC3)cc2C1=O	-22	0	3	1	3	9	3	-1.2
COc1ccsc1C(=O)NCCN1CCOCC1	0	4	5	-2	0	-8	-2	-0.1
Cc1cc(NC(=O)Cn2nnc3sc4c(c3c2=O)CCCC4)no1	9	-8	-4	-4	0	-9	-2	x

Reformatted as labelled records: entries from further up
O=C(Cc1ccccc1)Nc1c(C(=O)N2CCOCC2)cnn1-c1ccccc1
  C2C12 statin: 9
  SIRT5 inh: -3
  PGC1a acetyl inh: 0
  ERAP1 HTS inh: 2
  Cneo AK release: -1
  LGR2 inh: -5
  S100A4 inh HTS: 0
  Xi reactivation: x

CCCN(C(=O)COC(=O)CSc1ccc(C(N)=O)cc1[N+](=O)[O-])C1CCS(=O)(=O)C1 (centres undefined)
  C2C12 statin: 2
  SIRT5 inh: 1
  PGC1a acetyl inh: -5
  ERAP1 HTS inh: -7
  Cneo AK release: 3
  LGR2 inh: -14
  S100A4 inh HTS: 11
  Xi reactivation: 0.0

Cc1cc(C)nc(NC(=S)Nc2ccc(Br)cc2Cl)c1
  C2C12 statin: x
  SIRT5 inh: 3
  PGC1a acetyl inh: 8
  ERAP1 HTS inh: 4
  Cneo AK release: x
  LGR2 inh: -44
  S100A4 inh HTS: -7
  Xi reactivation: 0.2

The listing continues:
Structure	C2C12 statin	SIRT5 inh	PGC1a acetyl inh	ERAP1 HTS inh	Cneo AK release	LGR2 inh	S100A4 inh HTS	Xi reactivation
COc1cc(Cl)ccc1OCc1cc(C(=O)N2CCCCCC2)no1	-2	-3	-1	-1	0	-28	-1	0.0
COc1ccc(-c2c3c(=O)n(C)c(=O)n(C)c3cn2-c2ccc(O)cc2)cc1	1	-5	-13	3	-1	-9	-3	0.0
CC(C)n1cnc2cc(NCc3ccccn3)ccc21	1	9	4	5	-1	x	-10	x
CN(C)CCCNC(=S)NCC(c1ccc(Cl)cc1Cl)c1c[nH]c2ccccc12 (centres undefined)	-23	-2	x	-2	2	-2	-1	-0.1
C[C@@H]1CN([C@@H](C)CO)C(=O)CCCn2nncc2CO[C@@H]1CN(C)Cc1ccc(-c2ccccc2)cc1	-4	-1	13	0	18	14	8	-0.4
COc1ccc(-c2cc3cc(OC)c(OC)cc3cn2)cc1	6	x	2	-2	-2	-105	1	0.0
NC(=O)CC(NC(=O)Cc1ccc(Br)cc1)c1ccc(NC2CCCCCCC2)c([N+](=O)[O-])c1 (centres undefined)	4	-2	x	-3	1	-4	2	0.0
O=C(Cc1ccc(NC2=NC3CS(=O)(=O)CC3S2)cc1)NCCc1ccccc1 (centres undefined)	14	-5	x	3	-2	-6	-1	0.0
O=C(c1ccc(Cl)cc1)c1cc([N+](=O)[O-])ccc1N1CCOCC1	x	2	x	2	x	-18	0	0.5
COc1ccc(NC(=O)N(C)C[C@H]2Oc3ccc(NC(=O)Nc4ccccc4)cc3CC(=O)N([C@@H](C)CO)C[C@H]2C)cc1	-14	0	17	-2	51	8	2	0.1

More compounds.
| SMILES | C2C12 statin | SIRT5 inh | PGC1a acetyl inh | ERAP1 HTS inh | Cneo AK release | LGR2 inh | S100A4 inh HTS | Xi reactivation |
| --- | --- | --- | --- | --- | --- | --- | --- | --- |
| CCn1c(/C=N/c2nc3ccccc3n2C)nc2ccccc21 | x | 1 | 4 | -5 | x | 16 | 1 | x |
| CCOc1cc2c3c(c1)C(C)=CC(C)(C)N3C(=O)C2=O | x | -1 | 10 | 0 | -4 | 9 | -4 | 0.3 |
| O=C(CN1C(=O)NC2(CCCC2)C1=O)Nc1cc(C(F)(F)F)ccc1N1CCCCC1 | -4 | -5 | x | -1 | -1 | 13 | -4 | 0.0 |
| O=C(CSc1ncn[nH]1)Nc1ccc([N+](=O)[O-])cc1Br | x | 2 | x | -4 | x | 4 | -24 | 0.3 |
| C[C@@H]1CN([C@@H](C)CO)C(=O)c2cc(NC(=O)c3ccccc3)ccc2O[C@@H](C)CCCCO[C@H]1CN(C)Cc1ccc(C(=O)O)cc1 | x | -4 | 11 | 5 | 0 | 11 | -6 | 0.0 |
| c1ccc(CNn2nnc3ccccc32)cc1 | x | -3 | x | -2 | x | 7 | 7 | 0.0 |
| COc1ccc(/C=C/C(=O)O)cc1Cl | 0 | -3 | 2 | -7 | 3 | -5 | -6 | 0.0 |
| CC(OC(=O)C1CCN(c2ccc(C(F)(F)F)cn2)CC1)C(=O)Nc1cccc([N+](=O)[O-])c1 (centres undefined) | 2 | 0 | x | 3 | -3 | 7 | 1 | 0.4 |
| COc1ccccc1NC(=O)N1CCCCN2[C@@H](CO)[C@@H](c3ccc(-c4cccc(C#N)c4)cc3)[C@@H]2C1 | -106 | 1 | -6 | 0 | 9 | -20 | 1 | 0.5 |
| CCC(=O)N1N=C(c2ccc(Cl)cc2)CC1c1ccco1 (centres undefined) | 9 | -2 | -4 | 5 | x | -13 | 7 | -0.1 |
| Cc1ccc(C)c(NC(=O)C(CC(=O)O)Cc2ccccc2)c1 (centres undefined) | -4 | -2 | -6 | -2 | -9 | -30 | 6 | 0.0 |
| CCC(=O)Nc1ccc2c(c1)C(=O)N(C)C[C@@H](OC)[C@@H](C)CN(C(=O)c1cccnc1)[C@H](C)CO2 | -9 | 1 | -2 | -3 | -7 | -4 | -9 | 0.4 |
| C[C@H](CO)N1C[C@H](C)[C@@H](CN(C)C(=O)Nc2ccccc2)Oc2ccc(NC(=O)Cn3cnnn3)cc2C1=O | 3 | 0&6 | 1&12 | -2&-6 | 0&1 | 8&6 | 4&-3 | 0.3&-0.1 |
| COCC(=O)N1CCC(Oc2ccc(C(=O)NC3Cc4ccccc4C3)cc2)CC1 | 12 | -3 | x | -1 | 3 | 10 | -8 | 0.3 |
| CCOC(=O)N1CCN(C(=O)C[C@@H]2C[C@@]3(C(=O)OC)CCCCC=C3N(Cc3ccc4c(c3)OCO4)C2=O)CC1 | x | x | x | -3 | x | 6 | -2 | 0.1 |
| CCOC(=O)c1c(C)[nH]c(C(=O)COC(=O)CCNS(=O)(=O)c2ccc(NC(C)=O)cc2)c1C | -5 | -3 | x | -1 | -9 | -31 | -17 | -0.1 |
| CCOc1ccc(C(=O)CCC(=O)NN2C(=O)NC3(CCCCC3)C2=O)cc1 | 11 | -3 | 3 | -2 | -2 | -12 | 2 | 0.1 |
